From PubChem
ABHD5 PLIN5 PPI: inhibitors of human ABHD5-perilipin-5 interaction | Q00G26+Q8WTS1 | inhibition, % at 4 µM | Split G. princeps luciferase complementation, luminescence, 4 h | AID 602281 | actives 0.78% (n = 360,000);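 active = inhibition above the mean inhibition across every tested compound plus 3 SD, cut at about 22% in these data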;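 note: 0% = DMSO only wells and the 100% control is not disclosed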
Target sequence (Q00G26 whole entry, looked up): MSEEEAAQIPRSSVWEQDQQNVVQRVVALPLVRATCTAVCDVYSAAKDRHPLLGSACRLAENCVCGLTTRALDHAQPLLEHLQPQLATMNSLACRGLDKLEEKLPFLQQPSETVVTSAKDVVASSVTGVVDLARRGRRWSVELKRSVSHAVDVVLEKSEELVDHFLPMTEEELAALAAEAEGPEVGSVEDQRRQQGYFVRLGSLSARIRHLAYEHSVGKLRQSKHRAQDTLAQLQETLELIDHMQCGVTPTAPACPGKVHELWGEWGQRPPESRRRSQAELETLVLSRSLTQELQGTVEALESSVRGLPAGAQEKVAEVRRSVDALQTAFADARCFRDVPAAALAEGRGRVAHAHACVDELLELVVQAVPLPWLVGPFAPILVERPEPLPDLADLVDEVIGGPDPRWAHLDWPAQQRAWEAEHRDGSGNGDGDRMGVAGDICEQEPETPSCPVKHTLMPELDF
Target sequence (Q8WTS1 whole entry, looked up): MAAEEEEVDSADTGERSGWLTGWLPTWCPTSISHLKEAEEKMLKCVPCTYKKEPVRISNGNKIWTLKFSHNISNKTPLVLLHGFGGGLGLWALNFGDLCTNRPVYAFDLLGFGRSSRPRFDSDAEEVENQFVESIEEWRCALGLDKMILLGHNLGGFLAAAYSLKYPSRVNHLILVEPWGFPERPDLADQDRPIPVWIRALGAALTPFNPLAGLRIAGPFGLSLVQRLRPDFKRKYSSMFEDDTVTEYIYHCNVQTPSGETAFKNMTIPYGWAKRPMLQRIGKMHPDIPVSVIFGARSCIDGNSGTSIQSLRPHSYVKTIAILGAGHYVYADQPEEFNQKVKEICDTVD
Exocytosis inh: lytic granule exocytosis inhibition. TALL-104 LAMP-1 surface exposure, flow cytometry; cells stimulated with thapsigargin and PMA. inhibition, % at 10 µM. actives 0.66% (n = 360,000). AID 651702;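 active = inhibition above about 55%, limit read from the data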
Cardio protect: myocardial damage modulation in H9c2 cells; protection from H2O2 cell death, % at 20 µM; actives 0.63% (n = 360,000); H9c2 cardiomyocytes, H2O2 injury protection, ATPLite, 2 h;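 active = compounds giving at least 50% protection of heart cells from peroxide-induced death in the single-dose screen, raw or plate-pattern-corrected value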;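 note: 0% = DMSO wells with peroxide and 100% = DMSO wells without peroxide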
aDG glyco up: increases alpha dystroglycan glycosylation; activation, % at 10 µM; Pro5-aDG cells, alpha-DG glycosylation AlphaScreen (IIH6); 0% Pro5, 100% B10-LARGE cell signal; actives 0.22% (n = 360,000);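 active = activation of at least 8% versus controls, or a plate z-score of at least 8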;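 note: Pro5 are CHO cells carrying HIG-tagged alpha-DG that lacks glycosylation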
HTR2A ag: agonists of mouse serotonin 5-HT2A receptor (HTR2A) | P35363 | CHO-K1 mHTR2A beta-arrestin complementation, luminescence; percent of 30 µM serotonin response | activation, % at 7.6 µM | actives 0.66% (n = 360,000);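 active = activation above a run cutoff, the mean activation of all tested compounds plus 3 SD, cut at about 14% in these data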;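 note: 0% = plate median of compound wells and 100% = 30 µM serotonin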
ABCB6 inh 2: blocks the human ABCB6 transporter; Q9NP58; K562-ABCB6 porphyrin accumulation, flow cytometry, 1 h; active compounds read low; fluorescence ratio to DMSO, % at 10 µM; actives 0.19% (n = 360,000); AID 602162;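 active = fluorescence ratio to DMSO below 75%, the collection mean minus 3 SD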;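 note: signal is porphyrin accumulated inside mitochondria; 100% equals median channel fluorescence of DMSO control wells; lower ratio means ABCB6 inhibition with less porphyrin fluorescence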
MC4R barr agon: human MC4R agonism via beta-arrestin. AID 540308. P32245. U2OS MC4R beta-arrestin complementation, luminescence; percent of melanotan II response, DMSO zero. activation, % at 8.9 µM. actives 0.98% (n = 360,000);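 active = activation above a per-plate cutoff, the mean activation of sample wells on that plate plus 3 SD, cut at about 8% in these data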
hiPSC survival: hiPSC single-cell survival enhancement | ATPlite luminescence; 100% = ROCK inhibitor wells, 0% = DMSO | survival enhancement, % at 20 µM | actives 0.044% (n = 360,000); in the data active = survival enhancement above about 18%;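 note: cells exposed to compounds for 16 hours before the ATP read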
N-glyco inh: N-linked glycosylation inhibition | D54 ERlucT glycosylation luciferase reporter, 24 h; percent of 100 nM tunicamycin response | reporter increase, % at 12.5 µM | actives 0.23% (n = 360,000);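 active = mean luciferase reporter signal, scaled so untreated is 0 and the glycosylation-blocking control 100, at or above a set limit in every replicate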;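 note: luciferase carries N-glycosylation sites so blocking glycosylation raises the light; 0% = median of neutral control wells and 100% = median of 100 nM tunicamycin wells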
MC4R antagonist: human MC4R antagonism in cAMP assay; P32245; MC4R-expressing cells, MTII-stimulated cAMP, LANCE TR-FRET; inhibition, % at 6.5 µM; actives 0.48% (n = 360,000); AID 540295;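 active = inhibition above its plate's cutoff, the mean of tested wells on that plate plus 3 SD, cut at about 29% in these data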;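 note: 0% = Melanotan II alone and 100% = Melanotan II plus saturating MCL0020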
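System – human MC4R-expressing U2OS cells · Also added – Melanotan II · Dosing – one concentration, 6.5 µM nominal · Timing – 30-min compound, 1-h challenge, 1-h detection, room temperature · Measured by – Eu-cAMP/anti-cAMP TR-FRET, emission 671 nm · Replicates – singlicate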
Numbers without * were called inactive.

1	CC(/C=N/NC(=O)c1cc(-c2ccc(C)o2)[nH]n1)=C\c1ccccc1
2	Cn1c(CO)cnc1SCc1ccc(F)cc1
3	CCOC(=O)c1cc(-c2ccc(OC)cc2)nc2c1c(C)nn2CCC(N)=S
4	Cc1ccc(C(C)C)c(OCC(O)CNC2CCCC2)c1 (stereo not drawn)
5	O=C1CSC(=O)N1CCOCCN1C(=O)CSC1=O
compound no.,1,2,3,4,5
ABHD5 PLIN5 PPI,2,-1,0,-2,-5
Exocytosis inh,7,-3,14,6,2
Cardio protect,8,3,16,-3,0
aDG glyco up,0.7,-0.4,0.1,1.0,0.0
HTR2A ag,7,4,-1,-7,2
ABCB6 inh 2,99,99,95,90,107
MC4R barr agon,9.2*,0.5,-4.1,0.5,1.2
hiPSC survival,1.5,3.2,-0.6,0.1,1.9
N-glyco inh,0,-1,-3,-2,3
MC4R antagonist,2,-9,0,3,2

6	O=C(CCN1CCOCC1)N1CCc2c([nH]c3ccccc23)C1c1cccc(Cl)c1 (stereo not drawn)
7	C=CCOc1ccc(/C(O)=C2\C(=O)C(=O)N(CCCOC)C2c2ccncc2)cc1 (stereo not drawn)
8	Cc1cc(C(=O)COc2ccccc2C(N)=O)c(C)n1C
9	Cc1cc(NC(=O)c2csc([C@@H]3O[C@H](CO)[C@H](O)[C@H](O)[C@H]3O)n2)n(C)n1
10	CC(=O)c1cc2c(cc1N/C(=N/S(=O)(=O)c1ccc(C)cc1)c1ccccc1)OCO2
compound no.,6,7,8,9,10
ABHD5 PLIN5 PPI,11,9,-1,-4,2
Exocytosis inh,-1,1,-4,-1,-4
Cardio protect,1,-6,52*,-1,2
aDG glyco up,0.0,0.1,0.2,0.3,0.0
HTR2A ag,-4,4,-4,-5,0
ABCB6 inh 2,91,114,96,97,100
MC4R barr agon,-0.6,-0.2,-1.6,0.8,-1.0
hiPSC survival,-0.4,2.9,0.1,1.3,-1.5
N-glyco inh,-2,4,-3,0,-4
MC4R antagonist,4,-2,20,4,5

11	CCc1nc2c(s1)CCc1onc(-c3ccc(Cl)cc3)c1-2
12	O=C(CSc1nc(=O)n(Cc2ccccn2)c2c1CCC2)Nc1ccc(F)cc1F
13	CCOc1cccc(C2/C(=C(/O)c3ccc4c(c3)CC(C)O4)C(=O)C(=O)N2CCN2CCOCC2)c1 (stereo not drawn)
14	Cc1nc2nc3c(cn2n1)C(=O)CC(c1ccccc1)C3 (stereo not drawn)
15	S=C(c1c[nH]c2ccc(Br)cc12)N1CCOCC1
compound no.,11,12,13,14,15
ABHD5 PLIN5 PPI,2,2,-2,-9,0
Exocytosis inh,2,1,-10,1,0
Cardio protect,-9,-5,-3,-6,1
aDG glyco up,0.1,-0.1,-0.3,0.0,-0.1
HTR2A ag,1,-3,5,5,0
ABCB6 inh 2,101,99,99,92,97
MC4R barr agon,-0.8,-3.1,-1.0,-0.7,-1.6
hiPSC survival,-2.7,-0.4,2.2,-3.6,0.8
N-glyco inh,-1,-2,2,1,-2
MC4R antagonist,7,-2,38*,12,3

16	CN(C)CCCN(C(=O)c1ccc([N+](=O)[O-])s1)c1nc2cc3c(cc2s1)OCCO3
17	O=C(COC(=O)CSc1nnc(-c2ccc(Cl)cc2)o1)Nc1cc(Cl)ccc1Cl
18	CC(C)(C)c1ccc(C(=O)Nc2cccc3c(=O)[nH][nH]c(=O)c23)cc1
19	CN(C)c1ncnc2c1ncn2[C@H]1CN(Cc2cccs2)C[C@@H](CO)O1
20	CC(C)N1CCc2c(sc(NC(=O)c3cc(-c4cccs4)nc4ccccc34)c2C(N)=O)C1
compound no.,16,17,18,19,20
ABHD5 PLIN5 PPI,-2,2,0,-5,-2
Exocytosis inh,6,-3,-2,-3,76*
Cardio protect,-19,-1,-17,0,-29
aDG glyco up,0.0,-0.1,0.1,-0.2,-0.4
HTR2A ag,-3,0,3,-5,5
ABCB6 inh 2,106,99,95,100,111
MC4R barr agon,-4.2,0.0,1.1,-2.2,5.0
hiPSC survival,-0.4,-0.5,-3.8,0.8,-1.5
N-glyco inh,-2,0,-12,1,-5
MC4R antagonist,3,7,-4,-13,15

21	O=C(NCc1cccnc1)c1cc(C2CCCN(C(=O)c3cccs3)C2)on1 (stereo not drawn)
22	CCCC(=O)N1CCN(c2nc3c(OC)ccc(Cl)c3s2)CC1
23	CCCCC#Cc1cncc(C(=O)N/N=C/c2ccccc2)c1
24	CCCCc1ccc(NC(=S)NCc2cccs2)cc1
25	O=C(O)c1cccc(S(=O)(=O)Nc2ccc3[nH]c(=O)[nH]c3c2)c1
compound no.,21,22,23,24,25
ABHD5 PLIN5 PPI,-6,-13,-2,2,-1
Exocytosis inh,5,3,-7,0,2
Cardio protect,-2,-4,-8,-20,3
aDG glyco up,0.2,0.1,0.0,0.2,-0.1
HTR2A ag,1,-6,1,-1,4
ABCB6 inh 2,109,97,100,102,98
MC4R barr agon,-2.8,-1.9,3.3,1.1,-3.2
hiPSC survival,-4.1,1.2,-0.3,-2.2,0.2
N-glyco inh,3,2,-1,-2,2
MC4R antagonist,8,18,2,10,2

Compounds from the list above with an aryl thioether with sulfur outside any ring:
2	Cn1c(CO)cnc1SCc1ccc(F)cc1
12	O=C(CSc1nc(=O)n(Cc2ccccn2)c2c1CCC2)Nc1ccc(F)cc1F
17	O=C(COC(=O)CSc1nnc(-c2ccc(Cl)cc2)o1)Nc1cc(Cl)ccc1Cl
compound no.,2,12,17
ABHD5 PLIN5 PPI,-1,2,2
Exocytosis inh,-3,1,-3
Cardio protect,3,-5,-1
aDG glyco up,-0.4,-0.1,-0.1
HTR2A ag,4,-3,0
ABCB6 inh 2,99,99,99
MC4R barr agon,0.5,-3.1,0.0
hiPSC survival,3.2,-0.4,-0.5
N-glyco inh,-1,-2,0
MC4R antagonist,-9,-2,7

New compounds follow:
26	O=C(Nc1nnc(SCCN2CCOCC2)s1)C1CC(=O)N(c2ccc(F)cc2)C1 (stereo not drawn)
27	O=C(O)CC(C(=O)OCCOc1ccccc1)N1CCOCC1 (stereo not drawn)
28	COCCN(C(=O)Cc1coc2cc(C)c(C)cc12)c1c(N)n(Cc2ccccc2)c(=O)[nH]c1=O
29	O=c1c(CN2CCN(c3cccc(Cl)c3)CC2)coc2c(Cl)cc(Cl)cc12
30	CC(C)NC(=O)c1cc(-c2ccc3c(c2)OCO3)on1
compound no.,26,27,28,29,30
ABHD5 PLIN5 PPI,-8,4,2,-2,-7
Exocytosis inh,-5,2,1,-6,-10
Cardio protect,0,9,-5,-13,-13
aDG glyco up,0.1,-0.1,-0.1,0.1,0.0
HTR2A ag,-3,1,-7,16*,2
ABCB6 inh 2,102,106,95,145,99
MC4R barr agon,-3.6,-1.9,0.1,-0.8,0.0
hiPSC survival,0.5,0.3,-0.5,-0.6,-0.3
N-glyco inh,0,5,2,0,-13
MC4R antagonist,8,5,10,-4,8

31	CN(C(=O)c1ccc(S(=O)(=O)NC2CCCC2)cc1)C1CCCCC1
32	O=CNc1cc(-c2ccccc2)cn2c(-c3ccc(F)c(Cl)c3)cnc12
33	Cc1ccc(CNC(=O)CCNC(=O)c2ccco2)cc1
34	CN(Cc1ccccc1)C(=O)c1ccc2sc([C@H]3C[C@H](O)[C@@H](CO)O3)nc2c1
35	COC(=O)c1ccc(NCCC(=O)O)cc1
compound no.,31,32,33,34,35
ABHD5 PLIN5 PPI,-7,-8,1,0,-3
Exocytosis inh,2,-3,9,-3,-9
Cardio protect,-2,6,1,0,-1
aDG glyco up,0.2,0.2,0.0,-0.2,0.0
HTR2A ag,-2,-2,0,-5,3
ABCB6 inh 2,99,104,100,100,102
MC4R barr agon,1.0,3.1,-1.1,-0.1,0.3
hiPSC survival,9.4,-0.9,-2.0,0.3,-0.3
N-glyco inh,-1,0,-4,3,4
MC4R antagonist,0,2,-2,1,0

36	O=C(CN1CCN(Cc2ccccc2)C1=O)NCCCN1CCOCC1
37	COc1ccccc1N1CCN(C(=O)c2cc(=O)c3cc(C)cc(C)c3o2)CC1
38	COc1cccc(CNC(=O)C(=O)NCC2CCCO2)c1 (stereo not drawn)
39	N#CCC(=O)Nc1ccc(C(=O)NCC(c2ccco2)N2CCCCC2)cc1 (stereo not drawn)
40	CCCOc1cccc(NC(=O)c2cc(C)oc2C)c1
compound no.,36,37,38,39,40
ABHD5 PLIN5 PPI,1,3,9,2,3
Exocytosis inh,-5,14,10,2,0
Cardio protect,15,7,7,-3,-11
aDG glyco up,0.1,-0.2,-0.1,-0.1,1.3
HTR2A ag,-1,1,-4,2,4
ABCB6 inh 2,100,101,100,88,96
MC4R barr agon,-1.1,-2.2,2.3,0.3,-0.3
hiPSC survival,2.9,-0.3,11,0.1,-0.1
N-glyco inh,2,12,2,0,-2
MC4R antagonist,-1,-17,2,-4,14

41	S=C(NCc1ccccc1)NCc1ccc2c(c1)OCO2
42	CC(C)CN(C(=O)c1cccc(S(=O)(=O)N2CCN(Cc3ccccc3)CC2)c1)C1CCS(=O)(=O)C1 (stereo not drawn)
43	C(=C1c2ccccc2-c2ccccc21)c1ccncc1
44	COc1ccccc1C(CNc1nc(C(F)(F)F)nc2ccccc12)N(C)C (stereo not drawn)
45	Cn1c(=O)c2c(nc(-n3ccnc3)n2Cc2ccccc2)n(C)c1=O
compound no.,41,42,43,44,45
ABHD5 PLIN5 PPI,-5,3,-3,8,1
Exocytosis inh,1,7,3,1,0
Cardio protect,2,0,-1,-6,-7
aDG glyco up,-0.1,0.1,0.3,-0.1,0.2
HTR2A ag,-2,7,-3,-11,1
ABCB6 inh 2,93,88,99,98,99
MC4R barr agon,-1.6,-0.1,-3.5,0.1,0.0
hiPSC survival,3.5,-0.5,1.5,1.2,0.6
N-glyco inh,1,1,12,-3,0
MC4R antagonist,-3,4,0,-2,3

46	Cc1ccc2nc(Cl)c(/C=N/NC(=O)c3ccccc3O)cc2c1
47	O=C(OCCOc1ccccc1F)c1cc(S(=O)(=O)N2CCOCC2)ccc1F
48	O=C(NCCc1ccc(F)cc1)c1cc([N+](=O)[O-])ccc1N1CCOCC1
49	O=C(NCc1ccc(C(F)(F)F)cc1)C12CN(Cc3ccccc3)CC1C(c1cccc([N+](=O)[O-])c1)=NO2 (stereo not drawn)
compound no.,46,47,48,49
ABHD5 PLIN5 PPI,-3,5,8,-2
Exocytosis inh,-6,-1,8,2
Cardio protect,-1,-5,1,0
aDG glyco up,0.0,0.1,0.1,0.4
HTR2A ag,0,-7,-6,-5
ABCB6 inh 2,104,104,98,97
MC4R barr agon,0.1,0.1,-3.2,-0.9
hiPSC survival,-1.5,-0.2,-0.4,-0.6
N-glyco inh,3,-2,-1,-6
MC4R antagonist,6,-27,0,-3

Sorted by value in Exocytosis inh (high to low): some entries from above.
entry	SMILES	Exocytosis inh
48	O=C(NCCc1ccc(F)cc1)c1cc([N+](=O)[O-])ccc1N1CCOCC1	8
49	O=C(NCc1ccc(C(F)(F)F)cc1)C12CN(Cc3ccccc3)CC1C(c1cccc([N+](=O)[O-])c1)=NO2 (stereo not drawn)	2
47	O=C(OCCOc1ccccc1F)c1cc(S(=O)(=O)N2CCOCC2)ccc1F	-1
46	Cc1ccc2nc(Cl)c(/C=N/NC(=O)c3ccccc3O)cc2c1	-6
